# Screens deposited in PubChem by The Scripps Research Institute Molecular Screening Center.
# GPR151 activ = activators of human GPR151 | Q8TDV0 | PathHunter beta-arrestin GPR151 cells, luminescence | activation, % at 11.2 µM | actives 1% (n = 650,000) | AID 1508602; in the data active = activation above about 4.9%;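 note: 0% = median of compound wells and 100% = cells with positive control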
# Target sequence (Q8TDV0 whole entry, looked up): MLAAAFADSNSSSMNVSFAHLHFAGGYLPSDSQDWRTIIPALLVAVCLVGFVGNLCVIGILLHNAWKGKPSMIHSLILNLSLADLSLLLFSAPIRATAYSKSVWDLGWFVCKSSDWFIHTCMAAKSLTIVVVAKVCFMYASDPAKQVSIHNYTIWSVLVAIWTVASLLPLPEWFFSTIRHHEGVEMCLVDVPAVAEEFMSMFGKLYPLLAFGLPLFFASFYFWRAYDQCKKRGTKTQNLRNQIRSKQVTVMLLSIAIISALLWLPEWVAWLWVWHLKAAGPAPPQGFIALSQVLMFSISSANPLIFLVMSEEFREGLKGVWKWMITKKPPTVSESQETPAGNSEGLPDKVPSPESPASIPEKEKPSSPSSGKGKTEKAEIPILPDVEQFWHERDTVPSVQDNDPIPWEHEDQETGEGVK
# FBW7 act = activators of human E3 ligase FBW7. Q969H0. AlphaScreen FBW7–phospho-cyclin E peptide binding, activator screen. normalized activity (activation), % at 26.1 µM. actives 0.13% (n = 650,000); in the data active = normalized activity above about 1.9%;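 note: purified mutant Fbw7 with reduced substrate affinity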
# MITF primary = human MITF inhibition, primary screen. actives 0.91% (n = 650,000). AlphaScreen MITF homodimerization, bead proximity signal. inhibition, % at 2.6 µM; in the data active = inhibition above about 50%;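 note: 0% = vehicle wells with protein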
# Target sequence (O75030 whole entry, looked up): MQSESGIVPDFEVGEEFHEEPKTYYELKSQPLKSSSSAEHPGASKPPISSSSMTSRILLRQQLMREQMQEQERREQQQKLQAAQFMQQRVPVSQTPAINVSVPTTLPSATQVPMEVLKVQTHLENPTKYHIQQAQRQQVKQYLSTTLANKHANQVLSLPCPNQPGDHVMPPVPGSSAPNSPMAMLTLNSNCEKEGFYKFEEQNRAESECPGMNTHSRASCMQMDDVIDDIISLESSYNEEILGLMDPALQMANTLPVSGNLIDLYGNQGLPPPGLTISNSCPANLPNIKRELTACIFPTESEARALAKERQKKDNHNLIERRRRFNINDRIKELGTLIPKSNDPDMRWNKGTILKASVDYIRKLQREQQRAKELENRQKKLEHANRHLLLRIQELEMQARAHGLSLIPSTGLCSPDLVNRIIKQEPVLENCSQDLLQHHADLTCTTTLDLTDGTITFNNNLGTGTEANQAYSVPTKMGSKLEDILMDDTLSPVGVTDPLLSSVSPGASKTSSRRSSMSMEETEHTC
# TEAD-YAP inh = TEAD-YAP interaction inhibition | HEK-TIYL cells, TEAD-Gal4/YAP UAS-luciferase luminescence | inhibition, % at 9.12 µM | actives 1.4% (n = 640,000) | AID 1259422; in the data active = inhibition above about 32%;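 note: 0% = median of test compound wells and 100% = reference inhibitor wells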
# * hit, by the source's call.
SMILES,GPR151 activ,FBW7 act,MITF primary,TEAD-YAP inh
Cc1ccc(NC(=S)NC(=O)c2sc3ccccc3c2Cl)cc1,3.3,0.3,-5.5,-10.0
O=C1c2cc(S(=O)(=O)N3CCCC3)ccc2-c2ccc(S(=O)(=O)N3CCCC3)cc21,1.0,-0.2,35.0,-1.4
CS(=O)(=O)c1ccc(-c2ccnc(N3CCOCC3)n2)cc1,0.9,0.1,5.8,16.4
O=C(COc1ccccc1[N+](=O)[O-])Nc1c(Cl)cccc1C(F)(F)F,1.1,-0.1,0.1,9.4
CCOC(=O)c1c(N)sc(C)c1-c1cccc(Cl)c1,0.2,-0.1,2.4,1.8
CC(C)c1ccc(C(=O)CC2(O)C(=O)Nc3ccccc32)cc1 (configuration not stated),-0.3,0.1,-0.6,-32.5
CCOc1ccc(N2CC(C(=O)Nc3ccc([N+](=O)[O-])cc3)CC2=O)cc1 (configuration not stated),-1.4,0.1,8.7,0.0
O=C1NC2=C(C(=O)CCC2)C(c2ccccc2OC(F)F)N1 (configuration not stated),0.3,0.0,1.9,-3.0
O=C(c1cnn2c3c(cnc12)CCCCC3)N1CCCCC1,-2.7,0.1,10.2,-77.4
Cc1ccccc1CON=c1c(C)nc2ccccc2nc1C,-0.3,-0.1,-1.2,-57.8

# The final five entries of the section above come first, to join the parts.
SMILES,GPR151 activ,FBW7 act,MITF primary,TEAD-YAP inh
CC(C)c1ccc(C(=O)CC2(O)C(=O)Nc3ccccc32)cc1 (configuration not stated),-0.3,0.1,-0.6,-32.5
CCOc1ccc(N2CC(C(=O)Nc3ccc([N+](=O)[O-])cc3)CC2=O)cc1 (configuration not stated),-1.4,0.1,8.7,0.0
O=C1NC2=C(C(=O)CCC2)C(c2ccccc2OC(F)F)N1 (configuration not stated),0.3,0.0,1.9,-3.0
O=C(c1cnn2c3c(cnc12)CCCCC3)N1CCCCC1,-2.7,0.1,10.2,-77.4
Cc1ccccc1CON=c1c(C)nc2ccccc2nc1C,-0.3,-0.1,-1.2,-57.8
CCN(CC)C(=O)c1sc2ncn(Cc3ccccc3Cl)c(=O)c2c1C,-0.7,-0.1,9.5,7.8
CCOC(=O)C(C#N)C(=S)Nc1ccccc1 (configuration not stated),-0.5,-0.2,-4.0,2.7
CCOC(=O)c1cc(S(=O)(=O)NCCc2ccc(Cl)cc2)cn1C,1.1,0.0,9.0,8.7
CCc1ccc(OCC(=O)N/N=C/c2ccccc2O)cc1,0.0,0.1,-19.8,-1.0
CCN(CC)CCNCC(=O)N1CCc2ccccc21,-0.8,-0.2,-0.9,-6.8
CC(=O)C(Sc1nc(N(C)C)nc(N(C)C)n1)C(C)=O,0.7,0.1,-4.8,2.0
O=C(Nc1ccc([N+](=O)[O-])cc1)C(Cc1ccccc1)N1C(=O)c2ccccc2C1=O (configuration not stated),-0.3,0.1,2.4,-6.5
O=C(CN1CCN(Cc2ccc(Cl)cc2)C1=O)NCc1ccccc1Cl,-0.6,0.0,0.5,9.4
N#Cc1ccccc1OCC(=O)N/N=C/c1ccc(Cl)c([N+](=O)[O-])c1,0.8,-0.1,-47.1,-16.5
CC[C@H](C)[C@@H]1NC(=O)[C@@H]2C[C@H](NC(=O)c3ccc(F)c(C(F)(F)F)c3)CN2C1=O,-0.5,0.1,10.8,13.4
CC(C)n1cnc2c(NCc3ccccc3)nc(Nc3ccc(C(F)(F)F)cc3)nc21,1.9,0.5,4.3,3.5
CC(C)(C)c1ccc(NS(=O)(=O)c2cccs2)cc1,0.3,-0.1,-3.9,-20.0
Cc1cc(C)nc(SCC(=O)N/N=C\c2ccccc2C(F)(F)F)n1,2.0,0.0,1.3,-3.5
O=C(CCN1CCOCC1)NNC(=O)Nc1cccc(Cl)c1,-1.0,-0.2,6.2,4.2
CCOc1cc(C=C2C(=O)NC(=S)NC2=O)ccc1OCCOc1ccc(OC)cc1,3.4,-0.1,4.9,16.8
c1csc(C(c2nnnn2C2CCCCC2)N2CCN3CCCC3C2)c1 (configuration not stated),-2.0,0.4,18.8,62.5*
CCN(CCNS(=O)(=O)c1ccc2c(c1)oc(=O)n2C)c1ccccc1,-0.9,-0.1,0.6,-8.4
O=[N+]([O-])c1ccc(C2Nc3ccc(F)cc3C3C=CCC32)cc1 (configuration not stated),-0.4,-0.1,11.8,5.3
COc1cc2[nH]c(=S)n(CCc3ccc(Cl)cc3)c(=O)c2cc1OC,-0.7,0.0,-3.2,-1.0
Cc1cnc(C(=O)Nc2ccccc2-c2nnn(CC(=O)NC3CCCCC3)n2)cn1,0.3,-0.1,2.0,-0.3
CC1Oc2ccc(-c3csc(NC(=O)c4cccc(F)c4)n3)cc2N(C)C1=O (configuration not stated),3.8,0.0,-0.3,0.1
CCOC(=O)c1c(N)sc(C(=O)NC)c1C,1.7,-0.3,-8.4,-10.0
COC(=O)C1CCN(Cc2nc(Nc3ccc4c(c3)OCO4)c3cccc(C)c3n2)CC1,0.6,0.8,-3.2,8.8
O=C(NNC(=O)c1ccccc1Br)c1ccc2c(c1)OCO2,-0.4,0.0,10.1,-0.5
Cc1cc(N(C)C)c(C#N)c(N)n1,-1.2,0.0,0.0,-2.7
COc1ccc(-c2c(C)oc3cc(OS(C)(=O)=O)ccc3c2=O)cc1OC,-0.7,-0.1,12.5,34.2*
O=C(Nc1sc2c(c1C(=O)N1CCCCC1)CCCCC2)c1ccccc1F,-0.2,-0.1,1.4,5.3
COc1ccc(C(=O)CCCSc2nnnn2-c2ccccc2)c(OC)c1,0.9,0.1,-7.7,-6.1
Cc1ccc(S(=O)(=O)c2cnc3ccc(F)cc3c2N2CCOCC2)cc1,-0.5,-0.2,2.3,3.5
O=[N+]([O-])c1ccccc1OCCCn1cnc2ccccc21,1.2,-0.1,60.1*,-71.7
CCC(=O)N(Cc1ccccc1Cl)Cc1cc2cccc(C)c2n2nnnc12,-0.1,-0.1,2.2,1.2
COc1ccc2ccccc2c1CN1CCN(C2CCCC2)C(CCO)C1 (configuration not stated),1.3,0.1,9.8,2.6
COc1cccc(CNC(=O)CN(C)c2nn3c(=O)cc(C)nc3s2)c1,-0.6,0.1,-2.4,2.8
CCOC(=O)c1cc2c(ccc3c2c(C)c(C)n3C)nc1C,2.1,0.4,4.3,-7.1
Cc1ccc(C(C)C)c(Oc2cc(N)cc([N+](=O)[O-])c2)c1,-0.9,0.2,2.6,-6.0
COCCOC(=O)C1=C(C)NC(=S)NC1c1cccc(Br)c1 (configuration not stated),-1.1,0.0,1.8,-4.1
O=C(NNS(=O)(=O)c1ccc(Br)cc1)c1ccncc1,1.4,0.0,-7.0,-4.4
COc1ccc(NC(=O)c2ccc3c(=O)n(-c4ccc(F)cc4)c(=S)[nH]c3c2)cc1,0.9,0.0,-0.3,2.4
CCC(Sc1nc(Nc2cc(OC)cc(OC)c2)c2ccccc2n1)C(=O)Nc1ccc2c(c1)OCO2 (configuration not stated),2.1,-0.2,-4.8,-1.0
COc1cccc(NC(=S)NCC(c2cccs2)N(C)C)c1 (configuration not stated),-0.6,0.0,-6.4,2.2
CCN(CC)CCN1C(=O)C2C(C(=O)Nc3ccc(C)c(Cl)c3)C3C=CC2(O3)C1C(=O)NC1CCCC(C)C1C (configuration not stated),-0.4,0.0,-22.1,8.0
CCCSc1nnc(CSc2ncccn2)n1-c1ccc(OC)cc1,-1.1,0.3,-8.2,7.2
COc1cccc(-c2nc(CSc3nnc(-c4ccco4)n3C)cs2)c1OC,0.8,0.5,18.7,-1.9
Cc1cc(C)nc(Nc2n[nH]c(CSc3nc4ccccc4s3)n2)n1,-1.8,0.0,-3.2,-1.3
CSc1ccc(/C=N\NC(=O)CC(=O)NC(C)C)cc1,0.8,0.3,1.6,-5.5
O=C(CN(c1cccc([N+](=O)[O-])c1)S(=O)(=O)c1ccccc1)Nc1ccc(F)c(F)c1,0.2,-0.4,14.7,-0.3
CCOc1ccc(/C=N/NC(=O)c2cc(-c3cccs3)[nH]n2)cc1,0.4,-0.1,6.4,-4.1
Cc1ccc(NC(=O)Cc2c(C(=O)O)n(C)c3ccccc23)cc1F,1.0,0.0,-4.8,2.2
COc1ccccc1C1CC(=O)Nc2c1ccc(C)c2C (configuration not stated),-0.8,0.1,0.6,6.0
CC[C@@H]1NC(=O)[C@@H]2C[C@H](NC(=O)Nc3cccc(Cl)c3C)CN2C1=O,-1.1,0.1,6.4,0.1

# Whole records, looked up by structure. Order of screens: GPR151 activ	FBW7 act	MITF primary	TEAD-YAP inh
# Entry for CCOC(=O)c1cc2c(ccc3c2c(C)c(C)n3C)nc1C : 2.1	0.4	4.3	-7.1
# Entry for O=C(Nc1sc2c(c1C(=O)N1CCCCC1)CCCCC2)c1ccccc1F : -0.2	-0.1	1.4	5.3

# (next part)
SMILES,GPR151 activ,FBW7 act,MITF primary,TEAD-YAP inh
CC(C(=O)Nc1ncn[nH]1)N1C(=O)c2ccccc2C1=O (configuration not stated),0.8,1.0,14.8,-7.1
O=C(/C=C/c1cccs1)N1CCc2ccccc2C1,-0.3,-0.1,-8.5,-63.5
COc1ccc(CN(C)c2ccc(S(=O)(=O)N3CCCC3)cc2[N+](=O)[O-])cc1OC,-1.8,0.0,11.5,21.3
C=CCc1cc(C)ccc1OCCNCCOC,-0.3,0.3,53.3*,3.9
COc1ccccc1CCN1C(=O)CCC1CCNCc1ccccc1F (configuration not stated),-0.3,0.0,21.2,5.0
COc1cccc(NC(=O)CCS(=O)(=O)c2ccc3c(c2)SCC(=O)N3)c1,2.0,0.3,16.4,-4.8
Cc1cc2ncn(-c3ncnc4sc5c(c34)CCCC5)c2cc1C,4.9*,0.7,5.3,-22.4
O=C(N/N=C/c1ccoc1)c1ccncc1,-1.6,-0.1,-5.0,-8.3
COc1ccc(C)cc1S(=O)(=O)N1CCN(c2ccccc2F)CC1,0.9,-0.2,0.3,2.7
C#CCOc1cccc(/C=N\N=C(/N)c2nonc2N)c1,-5.3,-0.1,-4.8,-27.9

# By substructure: those above with a furan ring, fused or not
SMILES,GPR151 activ,FBW7 act,MITF primary,TEAD-YAP inh
COc1cccc(-c2nc(CSc3nnc(-c4ccco4)n3C)cs2)c1OC,0.8,0.5,18.7,-1.9
O=C(N/N=C/c1ccoc1)c1ccncc1,-1.6,-0.1,-5.0,-8.3

# (listing goes on)
SMILES,GPR151 activ,FBW7 act,MITF primary,TEAD-YAP inh
CCOc1ccc(N(C)S(=O)(=O)c2ccc3[nH]cc(C(=O)NCc4cccnc4)c(=O)c3c2)cc1,-0.5,0.0,10.0,3.1
N#C/C(=C\c1cccc2ccccc12)c1ccccn1,-2.1,0.1,-6.2,-40.0
Cc1ccc(NC(=O)C2CCN(C(=O)N3CCOc4ccccc43)CC2)c(Cl)c1,-3.0,0.2,17.0,24.1
N#CSC(C#N)Cc1ccc([N+](=O)[O-])cc1 (configuration not stated),-0.7,0.0,10.9,-3.6
COC(=O)c1ccc2c(c1)C=CC1(O2)c2ccccc2-c2ccccc2N1C (configuration not stated),2.0,-0.1,5.4,4.7
O=C(CCc1ccccc1)NNC(=O)Cc1ccc(Cl)cc1,-0.5,1.6,5.5,16.8
O=c1nc(SCc2ccc(Cl)cc2)c2c(n1Cc1ccco1)CCC2,0.7,-0.2,2.5,-0.4
CCOC(=O)c1c(NC(N)=O)sc2c1CCCC2,-0.2,-0.2,1.8,-6.3
CCOC(=O)c1cc2sccc2n1CC(=O)NC(C)C,-0.4,-0.1,-0.1,0.2
C#CCOc1c(Br)cc(C2C3=C(CCCC3=O)NC3=C2C(=O)CCC3)cc1OCC,0.7,0.1,6.7,7.9
COc1ccc(C)c2sc(N(CCN(C)C)C(=O)c3ccno3)nc12,2.0,-0.1,-2.6,9.6
COc1ccc(N2CCN(C3CCCN(Cc4cccc(C(C)=O)c4)C3)CC2)cc1 (configuration not stated),-0.7,0.3,8.3,6.2
Cc1cc(Cc2cc(C)c(NC=O)c(C)c2)cc(C)c1NC=O,-0.4,0.0,-5.3,-4.3

# Five entries already listed, ordered by formula weight, lowest first:
SMILES,GPR151 activ,FBW7 act,MITF primary,TEAD-YAP inh
COc1cc2[nH]c(=S)n(CCc3ccc(Cl)cc3)c(=O)c2cc1OC,-0.7,0.0,-3.2,-1.0
CCN(CC)C(=O)c1sc2ncn(Cc3ccccc3Cl)c(=O)c2c1C,-0.7,-0.1,9.5,7.8
COc1cccc(NC(=O)CCS(=O)(=O)c2ccc3c(c2)SCC(=O)N3)c1,2.0,0.3,16.4,-4.8
CC(C)n1cnc2c(NCc3ccccc3)nc(Nc3ccc(C(F)(F)F)cc3)nc21,1.9,0.5,4.3,3.5
CCN(CC)CCN1C(=O)C2C(C(=O)Nc3ccc(C)c(Cl)c3)C3C=CC2(O3)C1C(=O)NC1CCCC(C)C1C (configuration not stated),-0.4,0.0,-22.1,8.0
